Screening results (PubChem BioAssay)
tuberculosis growth = growth inhibition of non-replicating M. tuberculosis (AID 488890); Mycobacterium tuberculosis non-replicating, growth inhibition; higher % means a stronger effect; 320,000 compounds, 0.39% hits; inhibition, % at 25 µM, or IC50 in µM where a hit was titrated; in the data active = a potency from the dose series; inconclusive = inhibition mostly from about 82% at the one dose, without a potency; inactive = the rest, 99 in 100 with inhibition below about 76%;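 also: plate controls were DMSO cells for no effect and high antibiotic wells for full effect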
PhoP GFP inhibition = Inhibition of PhoP regulon, Salmonella typhi GFP reporter cells, confirmation, 4 h (AID 1850); 310,000 compounds, 0.33% hits; Salmonella Typhi PhoP-promoter GFP reporter, fluorescence, 4 h; higher % means a stronger effect; inhibition, % at 50 µM, or IC50 in µM where a hit was titrated; in the data active = a potency from the dose series; inconclusive = inhibition mostly from about 25% at the one dose, without a potency; inactive = the rest, 99 in 100 with inhibition below about 19%;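 also: 0% = induced wells with vehicle and 100% = uninduced wells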
influenza NS1A = NS1A inhibition, H1N1 influenza, cell based functional assay (AID 504329); 340,000 compounds, 0.3% hits; inhibition, % at 12.5 µM, or IC50 in µM where a hit was titrated; NS1A functional cell-based assay, percent inhibition; higher % means a stronger effect; in the data active = a potency from the dose series; inconclusive = inhibition above about 27% without an active follow-up result; also: strong numbers were not always called active
H37Rv inhibition = M. tuberculosis growth inhibition, HTS (AID 449762) | 330,000 compounds, 0.59% hits | M. tuberculosis H37Rv growth inhibition, 7H9 media; higher % means a stronger effect | one-dose inhibition, % at 25 µM; IC50 in µM for titrated hits; in the data active = a potency from the dose series; inconclusive = inhibition above about 70% without an active follow-up result;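 also: bacterial growth assessed after seven days of incubation; strong numbers were not always called active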
VEEV TC-83 Vero = inhibitors of VEEV TC-83 cytopathic effect, confirmation, Vero cells (AID 588727); Vero cells, VEEV TC-83 cytopathic effect inhibition; higher % means a stronger effect; inhibition, % at 20 µM; hits with a dose series show IC50 in µM; 350,000 compounds, 0.13% hits; in the data active = a potency from the dose series; inconclusive = inhibition mostly from about 14% at the one dose, without a potency; inactive = the rest, 99 in 100 with inhibition below about 12%; also: strong numbers were not always called active
VEEV TC-83 Vero 10K pilot screen = also measured in VEEV TC-83 Vero; calls as there; inhibition, %; measured here: 10K pilot screen inhibition
* = called active by the depositor; i = inactive; ? = inconclusive; · = no result given.

SMILES | tuberculosis growth | PhoP GFP inhibition | influenza NS1A | H37Rv inhibition | VEEV TC-83 Vero | others
COc1ccc(/C=N/NC(=O)c2cc(-c3ccccc3OC(C)C)nc3ccccc23)cc1CN1CCOCC1 | 1% | -6% | 16% | -5% | ?
CCOc1ccc(C(=O)OCC(=O)N2CC(C)OC(C)C2)cc1OCC (stereo unspecified) | -4% | 6% | 4% | 1% | 0.6%
CC(C)(C)c1ccc(NC(=O)C2=CC=CN3CCS(=O)(=O)N=C23)cc1 | 35% | · | -7% | 1% | 3.7%
CC(C(=O)N=c1sc2ccccc2n1C)N1C(=O)C2CC=CCC2C1=O (stereo unspecified) | 12% | -7% | 0% | -7% | 1.4% | VEEV TC-83 Vero 10K pilot screen=1.8
Cc1ccc(-c2noc(CN(C(=O)c3cccc(Br)c3)C(C)C)n2)cc1 | · | -2% | -1% | -9% | 1.5%
CCCn1c(=N)n(CC(O)COc2cccc(C)c2)c2ccccc21 (stereo unspecified) | 36% | 4% | 2% | -10% | i
CCOC(=O)C(C)Oc1c(Br)cc(C2NC(=O)NC(C)=C2C(C)=O)cc1OCC (stereo unspecified) | 16% | -6% | 8% | -8% | 2.8%
CCN1CCN(CCNC(=O)CSCc2nc(-c3ccc(OC)c(OC)c3)oc2C)CC1 | -1% | -4% | -6% | -5% | 0.7%
Cc1ccc(/C=N/N=C2/NC(=O)CS2)o1 | 16% | -2% | 11% | -2% | 0.7%
CC(C)N1CCN(Cc2ccc3nsnc3c2)CC1CCO (stereo unspecified) | 5% | 7% | 13% | 10% | 0.1%
COc1ccc(N2CC(C(=O)Nc3ccc([N+](=O)[O-])cc3Br)CC2=O)cc1 (stereo unspecified) | 2% | 6% | -1% | 7% | i
NS(=O)(=O)c1ccc(NC(=O)CSc2nnc(-c3cnccn3)n2-c2ccccc2)cc1 | 0% | 3% | -6% | 1% | 0.6% | VEEV TC-83 Vero 10K pilot screen=0.8
CC(=O)OC(C#CCN1CCOCC1)c1ccccc1 (stereo unspecified) | -1% | -10% | -7% | -2% | 0.1%
CC(=O)Nc1ccc(S(=O)(=O)C(C#N)c2nc3ccccc3nc2NCCN2CCOCC2)cc1 (stereo unspecified) | 4% | -2% | 9% | -2% | 1.6%
CC(=O)NC(=S)Nc1sc2c(c1C(N)=O)CCC(C)C2 (stereo unspecified) | 58% | 0% | 10% | -7% | 0.5%
C=C1CCC(OC(C)=O)C2(C)CCC3C(C)C(=O)OC3C12O (stereo unspecified) | -5% | 1% | 0% | 0% | i
COCCNC(=O)c1cc2oc3ccccc3c2n1C | -6% | -10% | 15% | -6% | 3.5%
CCOc1cc(-c2nc3ccccn3c2NCC2CCCO2)ccc1O (stereo unspecified) | 14% | -2% | 0% | -9% | i
Cc1nn(CCOc2cccc(Br)c2)c(C)c1[N+](=O)[O-] | 25% | -23% | -9% | 9% | 0.8%
O=C(Nc1ccccc1SCC1CSc2nc3ccccc3c(=O)n21)c1ccccc1Cl (stereo unspecified) | 4% | 1% | -42% | -7% | 14%
COc1ccc(S(=O)(=O)N2CCCOC2CNC(=O)C(=O)NCc2ccncc2)cc1 (stereo unspecified) | -9% | -4% | -3% | -14% | 1.0%
Cc1cccc2c(C(=O)Nn3cnnc3)cc(-c3ccccc3Cl)nc12 | 16% | -4% | 6% | 6% | 0.8%
Cc1cc(C)nc(NS(=O)(=O)c2ccc(NC(=O)C3CC(=O)N(c4ccccc4)C3)cc2)n1 (stereo unspecified) | 2% | 0% | -10% | 1% | i
COc1ccc(C(=O)Nc2nnc(S(=O)(=O)N3CCC(C)CC3)s2)cc1OC | -14% | 3% | -5% | 8% | 3.0%
CC(C)Oc1ccc(C(=O)N2CCCC2C(=O)O)cc1 (stereo unspecified) | -2% | -8% | -11% | 1% | 0.3%

Among those listed so far, two have a Cl atom:
SMILES | tuberculosis growth | PhoP GFP inhibition | influenza NS1A | H37Rv inhibition | VEEV TC-83 Vero | others
O=C(Nc1ccccc1SCC1CSc2nc3ccccc3c(=O)n21)c1ccccc1Cl (stereo unspecified) | 4% | 1% | -42% | -7% | 14%
Cc1cccc2c(C(=O)Nn3cnnc3)cc(-c3ccccc3Cl)nc12 | 16% | -4% | 6% | 6% | 0.8%

Other structures follow.
SMILES | tuberculosis growth | PhoP GFP inhibition | influenza NS1A | H37Rv inhibition | VEEV TC-83 Vero | others
CCOC(=O)CSc1ccc(C(=O)N2CCN(C)CC2)cc1[N+](=O)[O-] | 4% | 8% | 2% | 9% | 0.6%
CCOC(=O)N1CCN(CC(=O)c2ccc(O)c(C)c2O)CC1 | -3% | 5% | -3% | -8% | 1.8%
CCOc1ccc(-c2[nH]ncc2-c2ccc(OC)c(OC)c2)c(O)c1 | 6% | -3% | 5% | -4% | 0.8%
CCCNC(=O)c1ccc(N2CCC3(CC2)CC(c2cccc(Br)c2)=NO3)c([N+](=O)[O-])c1 | 9% | 3% | 10% | ? | i
COc1ccc(OC(=O)Nc2ccccc2)cc1 | 3% | -7% | -3% | -1% | 0.6%
C/C(CC(=O)NCc1ccco1)=N\NC(=O)Cc1ccccc1 | 6% | -16% | -19% | 1% | 0.7%
NC(=O)c1ccc(NC(=O)Cn2c(=O)n(-c3ccccc3)c(=O)c3oc4ccccc4c32)cc1 | 8% | -1% | -6% | -5% | 3.6%
O=C(NCCCN1CCc2ccccc2C1)Nc1ccc(Br)cc1 | 40% | -1% | 12% | 2% | i
Cc1ccc(S(=O)(=O)c2nnn3c2nc(NCCCN2CCCC2=O)c2ccccc23)cc1C | 14% | 10% | -11% | 3% | 9.9%
Cc1ccc(C)c2[nH]c(=O)c(CN(CCN3CCCC3)C(=O)Nc3ccc(F)cc3)cc12 | 31% | 8% | -10% | 7% | 11%
COc1ccc(C(=O)NC(C)c2nc3ccccc3[nH]2)cc1OC (stereo unspecified) | · | · | 0% | · | i
CC(C)CC(=O)O/N=C1\C(=O)N(Cc2ccc(Cl)cc2)c2ccc([N+](=O)[O-])cc21 | 50% | -9% | · | 4% | ·
O=C(Nc1ccc(F)cc1)C1CCN(S(=O)(=O)c2cccs2)CC1 | 8% | 1% | -17% | -4% | 1.8%
CCC(C)Sc1nc2c([nH]c3ccccc32)c(=O)n1C (stereo unspecified) | · | · | 4% | 0% | 0.8%
CCc1ccc(NC(=S)N(CCN2CCOCC2)Cc2ccccc2F)cc1 | 12% | 8% | -8% | -3% | 1.6%
Cc1nc2ccc(N3C(=O)CCC3=O)cc2[nH]1 | 3% | 3% | -16% | -5% | 1.4%
COC(=O)c1ccc(OCC(O)CN2C(=O)NC(C)(C)C2=O)cc1 (stereo unspecified) | · | · | -3% | · | i
COc1cc(CC(=O)OCC(=O)NC2CCCCC2)cc(OC)c1OC | 18% | 3% | -7% | 3% | 0.3%
CCCN1Cc2cccc(C(=O)Nc3ccc(CN4CCCC4)cc3)c2C1=O | 10% | -3% | 5% | 2% | 2.3%
O=C(CCCc1ccccc1)Nc1ccc(Br)cc1F | 77% | -11% | -16% | 0% | 0.2%
Cc1ccc(C2c3sc(=O)[nH]c3SC3C(=O)NC(=O)C32)cc1 (stereo unspecified) | 7% | -5% | 12% | -7% | 2.9%
CNC(=O)NC(=O)CSc1nc(-c2cccs2)c(C#N)c(=O)[nH]1 | · | · | -12% | · | 0.9%
CCOC(=O)C1=NOC(CNC(=O)c2c(-c3ccccc3Cl)noc2C)C1 (stereo unspecified) | -8% | -2% | -5% | -6% | i
Cc1nn(-c2ccccc2)c(/N=C/c2ccc(O)cc2)c1-c1ccccc1 | -5% | -3% | -5% | 8% | 0.4%
Cc1ccc(-c2noc(CNC(=O)COc3ccccc3C)n2)cc1 | 30% | -4% | 2% | -2% | 0.2%

(cont.)
SMILES | tuberculosis growth | PhoP GFP inhibition | influenza NS1A | H37Rv inhibition | VEEV TC-83 Vero | others
COc1cccc(CC(=O)N2CCCC(CO)(Cc3ccc(F)cc3F)C2)c1 (stereo unspecified) | 10% | -1% | -6% | 9% | 0.8%
CCN(CC)S(=O)(=O)c1ccc2c(c1)nc(CCC(=O)Nc1ccc3c(c1)OCO3)n2C | -4% | -5% | 1% | 1% | 0.4%
Cc1ccccc1-c1nnc(SCC(=O)NCC2CCCO2)o1 (stereo unspecified) | ? | · | -9% | 10% | 2.2%
CCOC(=O)c1c(C)n(OCc2ccccc2)c2ccc3c(no[n+]3[O-])c12 | 4% | -6% | 7% | 7% | 0.1%
CCN(C(=O)COC(=O)c1ccc2c(c1)OCO2)c1ccc(F)cc1 | 42% | · | 3% | 4% | i
Cc1cc(C)c(NC(=O)c2ccc(S(=O)(=O)N(C)C)cc2)c(C)n1 | 1% | 4% | -1% | 1% | i
O=C(CN1C(=O)NC(Cc2c[nH]c3ccccc23)C1=O)Nc1cccc(S(=O)(=O)N2CCOCC2)c1 (stereo unspecified) | 13% | 19% | -5% | -2% | 0.7%
CN1CCN(c2ccc([N+](=O)[O-])cc2Cl)CC1 | -6% | 22% | 9% | 6% | i
CNC(=O)c1[nH]cnc1C(=O)N[C@@H](C)C(=O)OC(C)(C)C | -7% | 7% | 10% | 1% | 1.8%
CCOC(=O)[C@H]1[C@H]2COc3ccc(Cl)cc3[C@@H]2N2C(=O)c3cc(Cl)ccc3NC(=O)[C@@]12C | 30% | 5% | -5% | ? | 1.5%
O=C(NCCC(=O)N1CCOCCOCCOCCOCC1)OCc1ccccc1 | 1% | -5% | -13% | 4% | 0.8%
c1ccc(Nc2nnc(-c3cccc4ccccc34)o2)cc1 | 35% | 3% | · | 1% | 5.1%
COc1cc(/C=C/C(=O)OCC(=O)N2CCCCCC2)ccc1OCC#N | 17% | 2% | 5% | -4% | i
Cc1sc2ncnc(SCC(=O)NC3CC3)c2c1C | 17% | -5% | -12% | -2% | i
COc1ccc(-c2csc3nc(C)n(-n4cccc4)c(=O)c23)cc1 | 10% | 0% | -2% | 1% | 5.3%
Nc1nnc(CC(=O)N/N=C/c2ccc(-c3ccc(F)cc3)o2)s1 | 56% | 8% | · | ? | 2.0%
CCOc1ccccc1NC(=O)c1cc(C(=O)c2cc(Br)ccc2O)coc1=N | -8% | -3% | -19% | 8% | 9.7%
NC(=O)c1c(NC(=O)c2ccccc2)sc2c1CCC2 | 27% | -2% | -5% | 7% | 6.8%
Fc1ccc(NC2=NCCS2)cc1Cl | 13% | 4% | 3% | 1% | 0.4%
Cc1cccc(NC(=S)N/N=C/c2ccc(Cl)c([N+](=O)[O-])c2)c1 | -13% | 9% | 1% | -8% | i | VEEV TC-83 Vero 10K pilot screen=0.5
CN(C)S(=O)(=O)c1ccc(-c2cn3ccccc3n2)cc1 | 14% | 12% | 4% | 2% | 1.5%
Cc1c(NC(=O)C(C)OC(=O)/C=C/c2ccc3c(c2)OCO3)c(=O)n(-c2ccccc2)n1C (stereo unspecified) | 5% | 6% | -11% | 3% | 1.1%
CCN(CC)c1ccc(CNc2nc3ccccc3n2CCN2CCOCC2)cc1 | 20% | 7% | 6% | 10% | 0.5%
O=C(Nc1ccc(N2CCOCC2)cc1)c1cn2ccccc2n1 | -6% | -14% | 7% | 4% | 3.1%
OCC1(Cc2ccccc2C(F)(F)F)CCN(Cc2cccc3cnccc23)CC1 | 22% | -2% | -11% | -4% | i | VEEV TC-83 Vero 10K pilot screen=0.0
Cc1c(NC(=O)c2coc(=O)c(Br)c2)c(=O)n(-c2ccccc2)n1C | 99% | 7% | -13% | -6% | 3.2%
C=CCn1c(Cc2csc(N)n2)nnc1SCc1ccc(C(=O)OC)cc1 | 18% | -4% | 3% | 2% | 1.1%
Cn1c(=O)c2[nH]c(N=NN3CCCCC3)nc2n(C)c1=O | · | · | 3% | · | 0.7%
Cc1cccc(C(=O)OCC(=O)NCCN2C(=O)CSC2=O)c1[N+](=O)[O-] | -4% | · | -6% | -14% | 1.0%
CCOC(=O)C1Oc2ccccc2C(c2cccc3ccccc23)=C1C(=O)OC (stereo unspecified) | · | · | 0% | · | 0.9%

Four compounds already listed, arranged by heavy-atom count, lowest first.
SMILES | tuberculosis growth | PhoP GFP inhibition | influenza NS1A | H37Rv inhibition | VEEV TC-83 Vero | others
Cn1c(=O)c2[nH]c(N=NN3CCCCC3)nc2n(C)c1=O | · | · | 3% | · | 0.7%
Cc1cc(C)c(NC(=O)c2ccc(S(=O)(=O)N(C)C)cc2)c(C)n1 | 1% | 4% | -1% | 1% | i
COc1cccc(CC(=O)N2CCCC(CO)(Cc3ccc(F)cc3F)C2)c1 (stereo unspecified) | 10% | -1% | -6% | 9% | 0.8%
OCC1(Cc2ccccc2C(F)(F)F)CCN(Cc2cccc3cnccc23)CC1 | 22% | -2% | -11% | -4% | i | VEEV TC-83 Vero 10K pilot screen=0.0
